# PI5P4K alpha inh: blocks human PI5P4K alpha kinase activity | P48426 | PI5P4Kalpha enzyme, ADP-Glo luminescence, 60 min; active compounds read low | max response, % | 1.2% of 330,000 active | AID 652105; active = max response of -50% or lower; inconclusive = between -30% and -50%; inactive = -30% or higher; note: value at the top dose of about 77 µM; % is set by controls: 0 for no effect and ±100 for the full control effect
#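 PI5P4Kalpha ADP-Glo assay; 5 microM ATP final; 60 min RT reaction; HEPES pH 7.4/EGTA/CHAPS, 5% DMSO; controls lacking substrate or enzyme; luminescent end-point.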
# EPAC2 antagonist: EPAC2 (human) antagonism | Potency, µM (series often up to 114 µM), without a hit: top-dose activity, negative = inhibition, actives largely listed as inhibitors | AID 720708 | EPAC2 GEF exchange of Rap1B-BODIPY-GDP, fluorescence | 0.18% of 360,000 active | Q8WZA2; note: potency is the fitted concentration of half-maximal effect; % is set by controls: 0 for no effect and ±100 for the full control effect; nearly all actives have a fitted effect of over 45% in size; many of its hits are not listed in these tables
# Target sequence (Q8WZA2 whole entry, looked up): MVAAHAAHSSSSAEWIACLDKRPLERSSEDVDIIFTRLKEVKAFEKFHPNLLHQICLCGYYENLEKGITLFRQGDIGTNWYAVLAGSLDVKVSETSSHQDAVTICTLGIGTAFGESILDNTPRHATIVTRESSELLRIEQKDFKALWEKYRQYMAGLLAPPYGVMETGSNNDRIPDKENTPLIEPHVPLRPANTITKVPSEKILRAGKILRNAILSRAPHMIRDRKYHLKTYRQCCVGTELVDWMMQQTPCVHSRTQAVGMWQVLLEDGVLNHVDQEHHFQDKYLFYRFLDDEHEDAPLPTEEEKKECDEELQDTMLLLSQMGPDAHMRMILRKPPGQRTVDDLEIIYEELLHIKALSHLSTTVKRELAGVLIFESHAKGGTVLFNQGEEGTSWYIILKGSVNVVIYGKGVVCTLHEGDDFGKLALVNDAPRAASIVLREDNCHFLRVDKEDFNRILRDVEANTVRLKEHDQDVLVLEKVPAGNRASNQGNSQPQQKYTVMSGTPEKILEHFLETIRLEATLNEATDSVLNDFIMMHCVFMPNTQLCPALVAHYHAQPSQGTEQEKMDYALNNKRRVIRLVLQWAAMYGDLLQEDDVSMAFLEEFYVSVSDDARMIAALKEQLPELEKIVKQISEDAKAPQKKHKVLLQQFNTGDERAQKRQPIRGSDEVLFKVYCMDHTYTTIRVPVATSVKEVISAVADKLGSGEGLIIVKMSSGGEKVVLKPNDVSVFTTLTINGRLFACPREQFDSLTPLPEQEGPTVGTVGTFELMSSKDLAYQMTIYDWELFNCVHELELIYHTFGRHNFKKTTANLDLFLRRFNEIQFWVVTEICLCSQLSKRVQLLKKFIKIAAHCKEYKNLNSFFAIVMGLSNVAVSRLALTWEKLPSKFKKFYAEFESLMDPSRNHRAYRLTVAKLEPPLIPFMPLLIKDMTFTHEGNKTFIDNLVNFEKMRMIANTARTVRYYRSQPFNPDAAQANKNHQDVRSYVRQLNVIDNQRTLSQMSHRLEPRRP
# PLK1 PBD block: blocks phosphopeptide binding to human PLK1 polo-box domain; P53350; Plk1 PBD binding of FITC phosphopeptide, fluorescence polarization; Potency, µM, for inactives: max response, negative = inhibition, usual class: inhibitors; 2.8% of 360,000 active; AID 720504; note: potency is the fitted concentration of half-maximal effect; series mostly up to about 57 µM; % is set by controls: 0 for no effect and ±100 for the full control effect; nearly all actives have a fitted effect of over 65% in size
# Mm-Cpn inhibitor: inhibitors of Methanococcus maripaludis chaperonin (MmCpn); purified Mm-Cpn ATPase, ADP Transcreener TR-FRET; Potency, µM (titrated, usually from 76.9 µM), inactives show top-dose activity, negative = inhibition, usual class: inhibitors; 0.031% of 330,000 active; AID 504842; note: potency is the fitted concentration of half-maximal effect; % is set by controls: 0 for no effect and ±100 for the full control effect; nearly all actives have a fitted effect of over 80% in size
#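 Measured: ADP formation by purified Mm-CPN. Conditions: 25 nM protein, 10 uM ATP, Tris pH 7.4 with Mg2+, K+ and DTT, 37°C for 30 min. Detection: Transcreener HTRF after 30 min at room temperature.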
# EPAC1 antagonist: antagonists of human EPAC1; O95398; EPAC1 GEF assay, Rap1b-BODIPY-GDP exchange fluorescence; Potency, µM (series often up to 115 µM), without a hit: at the highest dose activity change, negative = inhibition, most hits filed as inhibitors; 0.14% of 360,000 active; AID 720709;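 note: potency is the fitted concentration of half-maximal effect; plate controls were vehicle for no effect and positive control for full effect; nearly all actives have a fitted effect of over 50% in size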
# EPAC1 ag: agonists of human EPAC1 | O95398 | EPAC1 agonist qHTS, biochemical assay; response scale: 100% = response to 6.5 mM cAMP | Potency, µM (titrated, usually from 154 µM), for the others: at the highest dose activation, usual class: activators | 0.073% of 360,000 active | AID 720707; note: potency is the fitted concentration of half-maximal effect; nearly all actives have a fitted effect of over 60% in size
#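 Nucleotide exchange by EPAC1 (100 nM) on Rap1B–BODIPY-GDP (250 nM) in the presence of 50 uM GDP is tracked fluorescently at 480/540 nm over 30 min. Signals are normalized to a 6.5 mM cAMP control.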
# CCT modulator: changes cytosolic chaperonin activity; purified chaperonin ATPase assay, HTRF ADP detection, 30 min; activity change, % (no concentration beside the values), hits read low; 0.3% of 360,000 active; AID 651819; in the data active = activity change below about -30%; note: % is set by controls: 0 for no effect and ±100 for the full control effect
#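 Nucleotide hydrolysis assay: TRiC at 20–40 nM final (set by batch activity) with 10 uM ATP, 30 min at 37 °C, in presence of 76 uM compound. Detection by competitive ADP HTRF, 30 min ambient.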
# WRN helicase inh: WRN helicase (human) inhibition; 0.46% of 360,000 active; Potency, µM (titrated, usually from 114 µM), for the others: at the top dose activity change, negative = inhibition, usual class: inhibitors; WRN helicase unwinding, fluorescent forked duplex, kinetic; AID 651768; Q14191; note: potency is the fitted concentration of half-maximal effect; % is set by controls: 0 for no effect and ±100 for the full control effect; nearly all actives have a fitted effect of over 55% in size
#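 WRN at 20 nM final preincubated with compound 15 min at room temperature; reaction started with 100 nM fluorophore/quencher forked duplex oligonucleotide and 2 mM ATP final. Unwinding followed kinetically by red fluorescence (ex 525, em 598 nm).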
# * hit, by the source's call; ? = inconclusive; · = not tested or not shown; [ ] = another dose, or the depositor's remark. Unless noted, calls come from the whole dose curve; as a rule, active = well fitted curve in the direction sought with a large enough effect; inconclusive = small, poorly fitted or top-dose-only effect, or another doubt; inactive = no such curve, though single readings can be large; an effect the other way counts as inactive or inconclusive. This is a subset; rates above refer to the full screens.
# Each structure is followed by: PI5P4K alpha inh | EPAC2 antagonist | PLK1 PBD block | Mm-Cpn inhibitor | EPAC1 antagonist | EPAC1 ag | CCT modulator | WRN helicase inh
1. O=S(Cc1ccc(Cl)cc1)c1ncc(CO)n1Cc1ccccc1 (stereo not drawn)
    1 | 23% | -2% | 0% | -5% | -17% | 3.8 | -4%
2. Cn1nc(C(F)(F)F)c(-c2ccc(Br)cc2)c1NC(=O)C1CCC1C(=O)O (stereo not drawn)
    3 | 4% | -4% | 0% | 1% | -4% | -1.1 | -8%
3. CN(C)/C=C1\N=C(c2cccs2)OC1=O
    -2 | -4% | -8% | 0% | -7% | -4% | -4.5 | -3%
4. O=C(c1c[nH]c2ccccc12)C(Cl)c1ccccc1 (stereo not drawn)
    1 | -21% | -1% | 4% | -6% | 8% | -1.0 | 3%
5. CC(CN1C(C)CCCC1C)OC(=O)c1ccc(Cl)cc1Cl (stereo not drawn)
    1 | 3% | -12% | -2% | 9% | -8% | 0.5 | 8%
6. CC(=O)N(Cc1ccc(Br)cc1)c1ccccc1C(=O)O
    -2 | 4% | -6% | -2% | 4% | 9% | -1.4 | 5%
7. CC1CC(C)(C)NC(=S)N1CC(=O)NCc1ccc(Cl)cc1 (stereo not drawn)
    9 | 3% | -16% | -1% | -19% | -1% | -2.5 | -7%
8. CCOc1ccc(N2C(=O)CC(N3CCN(c4ccc([N+](=O)[O-])cc4)CC3)C2=O)cc1 (stereo not drawn)
    -1 | 3% | -7% | 2% | -4% | 14% | -2.5 | 0%
9. COc1ccc(NC(=O)CSc2nnc3n2CCCCC3)cc1OC
    -9 | 2% | -15% | · | -12% | -4% | -2.4 | 4%
10. CSc1ccc(Cl)c(C(=O)N2CCOc3ccccc32)c1
    -3 | ? | 3% | -3% | -4% | 2% | -7.2 | 2%
11. O=C(O)c1cccc(NC(=S)N/N=C/c2ccccc2OCc2cccc(Br)c2)c1
    ? | 8% | ? | 0% | ? | -4% | -0.4 | ?
12. CCc1ccc(OCC(=O)NNCC(=O)Nc2ccc(OC)cc2)cc1
    -2 | -12% | -1% | -1% | -4% | 0% | -0.4 | -9%
13. COc1ccc(CN(C)C(=O)C2CCN(C(=O)Nc3ccccc3)CC2)cc1OC
    -3 | -10% | -9% | 0% | -10% | -2% | -2.2 | 4%
14. NC(=O)C1CCN(CC(=O)Nc2cccnc2Cl)CC1
    2 | 2% | 0% | -2% | -15% | 2% | -0.7 | -1%
15. CCCCN(CC)CCNC(=O)CNC(=O)Cn1ccc2ccccc2c1=O
    3 | 3% | 6% | 1% | 9% | 14% | -2.4 | -6%
16. O=C(Nc1ccccc1F)Nc1ccc([N+](=O)[O-])cc1Cl
    2 | 2% | -2% | ? | 0% | -11% | -3.3 | -17%
17. COc1ccc(-c2cc(C(=O)N3CCN(S(=O)(=O)c4ccc(C)cc4)CC3)[nH]n2)cc1
    -21 | -2% | -19% | 1% | -29% | -7% | 1.1 | 0%
18. CCOC(=O)c1sc(NC(=O)C(CC)Sc2nnc3c4ccccc4n(CC)c3n2)nc1C (stereo not drawn)
    8 | -4% | -1% | 0% | -22% | -1% | -2.2 | -5%
19. COc1cccc(C(=O)NCc2nnc(SCC(=O)Nc3nccs3)n2-c2ccccc2)c1
    2 | 4% | -5% | 1% | -7% | -4% | -0.6 | 0%
20. N#CC1C(=N)Cc2ccccc2-c2ccccc21 (stereo not drawn)
    9 | ? | -8% | · | -4% | 8% | -0.3 | -8%
21. COc1ccc(Cl)c(-c2cc(C(=O)NCc3ccc(C(F)(F)F)cc3)[nH]n2)c1
    6 | 3% | -1% | · | -10% | -12% | 0.4 | 0%
22. C=CCn1c(CCSCc2ccccc2)n[nH]c1=S
    0 | -2% | -7% | 0% | 2% | -6% | -2.1 | 0%
23. O=C(NNS(=O)(=O)c1ccccc1)C(O)(c1ccccc1)c1ccccc1
    5 | -1% | -3% | 0% | 26% | 9% | -2.9 | -26%[57.1 µM]
24. CC(=O)N(C)c1ccc(NS(=O)(=O)Cc2ccccc2)cc1
    -5 | 15%[57.1 µM] | -18% | -3% | 16% | 0% | -1.5 | 19%
25. COCCCn1c(=O)c2sccc2n2c(CCCC(=O)NCc3ccc(OC)cc3)nnc12
    8 | -2% | -7% | 2% | -24% | 8% | 1.6 | 1%
26. CCOC(=O)c1c[nH]c2c(C(=O)c3ccccc3)cc(Cl)cc2c1=O
    -1 | 0% | 0% | 0% | -2% | -19% | 0.1 | -5%
27. Cc1c(NC(=O)c2cc(-c3ccc(Cl)s3)nc3ccccc23)c(=O)n(-c2ccccc2)n1C
    -24 | -6% | -6% | 0% | -18% | 9% | -4.5 | -9%
28. O=C(NCCC1CCCCN1S(=O)(=O)c1ccc(F)cc1)C(=O)NC1CC1 (stereo not drawn)
    10 | 1% | -2% | 0% | 15% | 10% | -1.2 | 0%
29. O=C(O)CCCC(=O)Nc1ccc(N=Nc2ccccc2)cc1
    -2 | 28% | 0% | -2% | -9% | 1% | -2.2 | 0%
30. Cc1ccc(OCC(=O)N(Cc2cccs2)C2CCS(=O)(=O)C2)cc1 (stereo not drawn)
    -1 | -4% | 1% | -1% | 12% | 1% | 0.3 | 3%

# (further entries)
nr	Molecule	PI5P4K alpha inh	EPAC2 antagonist	PLK1 PBD block	Mm-Cpn inhibitor	EPAC1 antagonist	EPAC1 ag	CCT modulator	WRN helicase inh
31	COc1cc(C(=S)N(C)C)ccc1O	-22	1%	9.5µM*	1%	-14%	-5%	-0.1	-22%
32	O=C(NCc1ccco1)c1ccc(CS(=O)Cc2cccc(Cl)c2)o1 (stereo not drawn)	-4	8%	-12%	-18%	7%	-8%	0.4	9%
33	CCC(C)NS(=O)(=O)c1ccc(OCC(=O)NCc2ccc3c(c2)OCO3)cc1 (stereo not drawn)	0	-2%	-2%	1%	2%	-5%	-2.4	-4%
34	COc1ccc(CCNC(=O)C(=O)NCC2OCCN2S(=O)(=O)c2ccc(C)cc2)cc1 (stereo not drawn)	0	-10%	-1%	-2%	-2%	-3%	1.9	-9%
35	O=C(O)c1cccc(S(=O)(=O)Nc2cccc(S(=O)(=O)N3CCCC3)c2)c1	6	-3%	-4%	0%	-11%	13%	0.0	-3%
36	Cc1ccc(/C=N/NC(=O)c2nnn(-c3nonc3N)c2CN(C)C2CCCCC2)cc1	0	3%	3%	1%	?	7%	1.4	-1%
37	O=C(Nc1cccc(F)c1)C1CCCN(S(=O)(=O)c2cnc[nH]2)C1 (stereo not drawn)	3	4%	3%	-6%	13%	5%	-0.3	-1%
38	C/C(O)=C(\N=Nc1cc(C)ccc1O)C(N)=O	-6	-13%	30µM*	-3%	-2%	-2%	-3.9	1%[57.1 µM]
39	Cc1cccc(-c2nc(S(=O)(=O)c3ccc(F)cc3)c(NCCCN3CCOCC3)o2)c1	1	-12%	-13%	0%	-8%	5%	-3.1	-30%
40	c1ccc(-c2nnc3ccc(N4CCCC4)nn23)cc1	2	3%	-2%	0%	-1%	-9%	-3.9	-5%
41	Cc1cc(C(=O)NCc2cc(C(=O)O)oc2C)c(C)o1	-3	-3%	-12%	-2%	-27%	6%	-2.3	2%
42	CCOc1ccc(C(=O)Nc2cccc3cccnc23)cc1	10	1%	-2%	3%	-13%	8%	0.1	-12%
43	CC(C)NC(=O)COC(=O)c1ccc(Oc2ccccc2)cc1	1	-4%	-7%	1%	0%	4%	-1.8	-3%
44	CC(C)(C)n1nnnc1C(c1ccccc1)N1CCN(c2ccccc2)CC1 (stereo not drawn)	3	3%	-13%	·	-3%	-9%	-2.1	8%
45	O=C(NCCC(=O)N1CCCCC1)c1ccc(Br)cc1	0	6%	0%	-1%	4%	-15%	-1.5	-1%
46	COc1cc(C(=O)N2CCC3(CC2)NCCc2[nH]cnc23)cc(OC)c1OC	3	3%	-10%	1%	-16%	-10%	2.6	12%
47	CCOc1ccc(N(CC(=O)NC2CCCC2)C(=O)CSc2nnc(COc3ccccc3)o2)cc1	·	-2%	0%	4%	-3%	7%	-5.5	-2%[57.1 µM]

# 12 entries from above, with one line to a screen.
31) COc1cc(C(=S)N(C)C)ccc1O
32) O=C(NCc1ccco1)c1ccc(CS(=O)Cc2cccc(Cl)c2)o1 (stereo not drawn)
33) CCC(C)NS(=O)(=O)c1ccc(OCC(=O)NCc2ccc3c(c2)OCO3)cc1 (stereo not drawn)
34) COc1ccc(CCNC(=O)C(=O)NCC2OCCN2S(=O)(=O)c2ccc(C)cc2)cc1 (stereo not drawn)
35) O=C(O)c1cccc(S(=O)(=O)Nc2cccc(S(=O)(=O)N3CCCC3)c2)c1
36) Cc1ccc(/C=N/NC(=O)c2nnn(-c3nonc3N)c2CN(C)C2CCCCC2)cc1
37) O=C(Nc1cccc(F)c1)C1CCCN(S(=O)(=O)c2cnc[nH]2)C1 (stereo not drawn)
38) C/C(O)=C(\N=Nc1cc(C)ccc1O)C(N)=O
39) Cc1cccc(-c2nc(S(=O)(=O)c3ccc(F)cc3)c(NCCCN3CCOCC3)o2)c1
40) c1ccc(-c2nnc3ccc(N4CCCC4)nn23)cc1

assay / compound,31,32,33,34,35,36,37,38,39,40
PI5P4K alpha inh,-22,-4,0,0,6,0,3,-6,1,2
EPAC2 antagonist,1%,8%,-2%,-10%,-3%,3%,4%,-13%,-12%,3%
PLK1 PBD block,9.5µM*,-12%,-2%,-1%,-4%,3%,3%,30µM*,-13%,-2%
Mm-Cpn inhibitor,1%,-18%,1%,-2%,0%,1%,-6%,-3%,0%,0%
EPAC1 antagonist,-14%,7%,2%,-2%,-11%,?,13%,-2%,-8%,-1%
EPAC1 ag,-5%,-8%,-5%,-3%,13%,7%,5%,-2%,5%,-9%
CCT modulator,-0.1,0.4,-2.4,1.9,0.0,1.4,-0.3,-3.9,-3.1,-3.9
WRN helicase inh,-22%,9%,-4%,-9%,-3%,-1%,-1%,1%[57.1 µM],-30%,-5%

41) Cc1cc(C(=O)NCc2cc(C(=O)O)oc2C)c(C)o1
42) CCOc1ccc(C(=O)Nc2cccc3cccnc23)cc1

assay / compound,41,42
PI5P4K alpha inh,-3,10
EPAC2 antagonist,-3%,1%
PLK1 PBD block,-12%,-2%
Mm-Cpn inhibitor,-2%,3%
EPAC1 antagonist,-27%,-13%
EPAC1 ag,6%,8%
CCT modulator,-2.3,0.1
WRN helicase inh,2%,-12%

# 3 compounds from above, sorted by the number in WRN helicase inh, descending.
nr | Structure | WRN helicase inh
44 | CC(C)(C)n1nnnc1C(c1ccccc1)N1CCN(c2ccccc2)CC1 (stereo not drawn) | 8%
37 | O=C(Nc1cccc(F)c1)C1CCCN(S(=O)(=O)c2cnc[nH]2)C1 (stereo not drawn) | -1%
43 | CC(C)NC(=O)COC(=O)c1ccc(Oc2ccccc2)cc1 | -3%
